# From PubChem BioAssay
# Furin inh = inhibitors of human furin | inhibition, % at 30 µM | P09958 | purified furin, fluorogenic substrate cleavage | AID 463115 | 220,000 tested, 0.061% active; in the data active = inhibition above about 25%; also: inactives centre near -15
# Wee1 degr inh = human Wee1 degradation inhibition, primary screen | P30291 | HeLa Luc-Wee1K328M stability, luciferase luminescence; 100% = proteasome inhibitor MG132 effect | reporter increase, % at 5 µM | 220,000 tested, 1.2% active;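 active = activation above the mean of all tested compounds plus 3 SD, set per screening run, cut at about 8.8% in these data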;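 also: cells exposed to compound for 20 h before luminescence read; 0% = DMSO alone and 100% = MG132 at 30 µM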
# Target sequence (P30291 whole entry K328M): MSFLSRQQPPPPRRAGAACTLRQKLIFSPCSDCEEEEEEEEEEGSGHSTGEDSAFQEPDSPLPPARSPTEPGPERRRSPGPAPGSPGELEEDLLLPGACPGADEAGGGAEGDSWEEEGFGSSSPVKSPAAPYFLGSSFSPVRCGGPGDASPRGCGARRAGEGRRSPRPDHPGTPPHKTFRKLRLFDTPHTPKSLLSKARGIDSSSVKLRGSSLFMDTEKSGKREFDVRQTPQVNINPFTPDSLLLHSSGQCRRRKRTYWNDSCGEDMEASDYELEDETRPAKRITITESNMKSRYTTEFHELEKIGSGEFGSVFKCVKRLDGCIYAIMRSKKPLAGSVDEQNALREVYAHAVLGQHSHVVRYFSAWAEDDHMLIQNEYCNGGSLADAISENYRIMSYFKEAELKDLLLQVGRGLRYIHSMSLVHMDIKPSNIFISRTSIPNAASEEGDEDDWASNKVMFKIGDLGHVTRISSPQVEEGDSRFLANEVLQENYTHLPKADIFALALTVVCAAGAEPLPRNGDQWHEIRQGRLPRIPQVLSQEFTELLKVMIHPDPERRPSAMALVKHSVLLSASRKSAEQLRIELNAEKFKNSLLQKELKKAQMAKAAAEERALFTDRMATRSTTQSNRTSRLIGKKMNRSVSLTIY
# hK5 inh = inhibitors of human kallikrein 5; recombinant hK5, fluorogenic AMC substrate cleavage; inhibition, % at 5 µM; 210,000 tested, 0.59% active;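 active = inhibition of 40% or more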;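 also: 0% = enzyme controls without compound and 100% = no-enzyme blanks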
# Target sequence (Q9Y337 67-293 limits assumed): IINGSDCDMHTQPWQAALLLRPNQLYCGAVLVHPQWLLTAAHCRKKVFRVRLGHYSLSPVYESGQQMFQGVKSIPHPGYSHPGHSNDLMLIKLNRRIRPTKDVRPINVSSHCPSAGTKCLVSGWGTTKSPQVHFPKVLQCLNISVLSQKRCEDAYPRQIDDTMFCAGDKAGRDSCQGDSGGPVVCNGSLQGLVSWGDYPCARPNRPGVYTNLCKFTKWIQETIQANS
# FXIa inh 1536 = inhibitors of human coagulation factor XIa; P03951; purified FXIa, Boc-Glu-Ala-Arg-AMC fluorogenic substrate; inhibition, % at 5 µM; 220,000 tested, 0.14% active; AID 798;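 active = inhibition of at least 40%; inactive = inhibition below 40%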;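 also: fluorescence of freed AMC excited at 355 nm; 0% = enzyme without compound and 100% = no enzyme blank; many of its hits are not listed in these tables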
# thrombin 1536 = thrombin (human) inhibition; AID 1046; 220,000 tested, 0.26% active; inhibition, % at 5 µM; alpha-thrombin, Boc-VPR-AMC fluorogenic substrate cleavage; P00734;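 active = inhibition at or above 40%; inactive = inhibition below 40%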;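 also: 0% = enzyme with no compound and 100% = wells without enzyme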
#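 Test system: human alpha-thrombin; medium: pH 7.5 Tris-saline with Tween 20; times: reaction at room temperature; signal: AMC fluorescence at 355 nm excitation and 460 nm emission; also added: Boc-VPR-AMC substrate, 15 µM final; dosing: one concentration per compound, 5 µM, with 0.2% DMSO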
# KCC2 mod = modulates chloride dependent transport by human KCC2. Q9H2X9. KCC2 cells, thallium flux FluoZin-2 fluorescence. B-score of Tl+ flux slope (higher = more flux/activation; lower = inhibition) at 10 µM. 190,000 tested, 2.2% active. AID 1456;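 active = thallium flux slope and its plate-corrected score both differing from the plate sample mean at a set confidence after two filtering rounds, in either direction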;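 also: slope of fluorescence scaled to starting intensity during 10 to 20 s after thallium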
# PERK inhibitor = blocks human PERK kinase | AID 1416 | Q9NZJ5 | CHO PERK-DD fusion, SEAP luminescence translation reporter | 220,000 tested, 0.17% active | inhibition, % at 5.6 µM;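 active = inhibition above the mean inhibition of all tested compounds plus 3 SD, set separately per screening campaign, cut at about 2.9% in these data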;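 also: PERK kinase domain activated by AP20187 dimerizer at 100 nM; 0% = DMSO with dimerizer and 100% = rapamycin at 8.4 µM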
# FXIIa inh 1536 = inhibitors of human coagulation factor XIIa; P00748; purified FXIIa, Boc-QGR-AMC fluorogenic substrate, 2 h; inhibition, % at 5 µM; 220,000 tested, 0.3% active; in the data active = inhibition above about 40%;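 also: 0% = enzyme with no compound and 100% = blank without enzyme; many of its hits are not listed in these tables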
# p97 inhibitor = inhibitors of human p97 ATPase; recombinant p97 ATPase, Kinase-Glo ATP luminescence, 3 h; AID 1481; 220,000 tested, 0.42% active; P55072; inhibition, % at 8 µM; in the data active = inhibition above about 15%;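 also: 0% = DMSO vehicle and 100% = wells lacking enzyme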
# * marks the source's active call; other numbers are inactive results; / = no result given; [ ] = remark or other dose.
smiles,Furin inh,Wee1 degr inh,hK5 inh,FXIa inh 1536,thrombin 1536,KCC2 mod,PERK inhibitor,FXIIa inh 1536,p97 inhibitor
O=C(CN1C(=O)C2C3CC(C(Br)C3Br)C2C1=O)N1CCN(Cc2ccccc2)CC1 (stereo not drawn),-28.0,1.7,2.8,1.6,4.8,-0.116,1.4,15.4,-3.0
COc1cc2c3c(c1)C1(C(=O)N3C(C)(C)C=C2C)C(C#N)=C(N)Oc2cc(O)ccc21 (stereo not drawn),-11.9[20 µM],-0.7,64.0*,3.9,11.9,-0.565,-0.1,24.9,-3.9
O=C(CN1CCOCC1)Nc1c(Cl)cc(Cl)cc1Cl,-38.4,0.7,0.3,0.9,-0.9,-0.0715,1.1,14.2,1.3
Cc1ccccc1N1C(S)=C(C#N)C(=O)NC1c1cccs1 (stereo not drawn),-13.6[20 µM],1.5,-27.2,2.3,-7.7,0.91,0.8,4.2,6.0
CCCOP(=O)(OCCC)C(Nc1ccc(C(C)C)cc1)c1ccc([N+](=O)[O-])cc1 (stereo not drawn),-8.6,5.4,-4.5,2.1,-8.3,-0.678,0.0,2.9,-9.0
CCCNC(=O)c1c[nH]c2ccc(S(=O)(=O)N(C)c3ccc(OCC)cc3)cc2c1=O,-21.4,1.7,-20.5,1.4,-12.7,-0.297,-0.9,1.5,2.5
O=C(CNc1cccc(C(F)(F)F)c1)N/N=C/c1ccccc1C(=O)O,-22.3,-1.1,-0.1,0.6,-4.7,/,1.3,3.6,7.5
COc1cc(C(=O)OCC(=O)Nc2c(F)c(F)c(F)c(F)c2F)cc(OC)c1OC,-14.7,-0.8,5.7,-3.8,-6.9,1.06,0.3,2.3,-1.2
CC(=O)NC(C)C(c1cccs1)N1CCN(c2ccccc2)CC1 (stereo not drawn),-21.9,0.1,-8.3,-1.9,-3.1,0.331,1.0,9.7,2.2
C=CCN(CC=C)C(=S)Nc1ccc2nsnc2c1,7.0,3.3,25.6,4.5,18.5,/,-0.2,22.5,18.4*
COc1ccc(/C=N/Nc2ccc(C(F)(F)F)cc2[N+](=O)[O-])cc1O,-25.1,0.2,-16.8,5.9,0.0,-0.311,0.7,9.0,5.0
Cc1nc2cc(-c3ccccc3)nn2c(C)c1CCC(=O)NCc1ccco1,-19.8,0.5,-6.3,7.8,2.5,-0.944,-1.2,-4.7,-5.2
CCc1ccccc1NC(=O)CN(C)C(=O)CSc1nc2cc(Cl)ccc2s1,-23.3,-0.1,-12.2,4.0,-2.6,0.544,0.5,14.3,-0.9
COC(=O)[C@H](C)NC(=O)Nc1ccc(OC)c(OC)c1,-20.3,-0.1,3.6,4.7,0.7,0.122,0.0,13.5,5.5
COc1ccc(C2NC(=O)C(C#N)=C(S)N2c2cccc(C)c2)cc1OC (stereo not drawn),-15.2,-3.5,4.0,-0.9,-3.2,-0.38,0.4,3.8,4.3
Cc1c(Cl)cccc1NC(=O)Cc1ccc([N+](=O)[O-])cc1,-29.9,0.8,2.7,-2.5,95.8*,/,0.3,9.3,5.8
CC1CCc2c(C(=O)Nc3ccc(N4CCOCC4)cc3)csc2C1 (stereo not drawn),-13.4,1.3,/,-0.8,-0.6,-0.259,0.0,10.5,-2.7
COc1ccc(N2CCN(Cc3oc(CO)cc(=O)c3O)CC2)cc1,-5.1[20 µM],-2.8,-22.7,-7.1,1.9,-0.0983,0.0,10.5,-1.1
CCOC(=O)c1ccc(NC(=O)Nc2ccccn2)cc1,-17.2,2.0,/,1.4,-0.6,0.0113,1.5,12.1,-3.8
Clc1ccc(/C=N/c2c(-c3ccc(Cl)cc3)nc3n2CCS3)cc1,-18.9[20 µM],-0.6,1.1,0.9,-1.2,0.472,1.1,13.2,-4.1
CCOC(=O)C1=C(O)/C(=C/c2ccc(OCC(=O)O)c(OCC)c2)SC1=Nc1ccccc1,-21.7,1.6,0.2,4.5,12.9,-0.677,-0.5,14.2,1.5
O=C(CCn1cccc1)NCc1ccc2c(c1)OCO2,-6.7,-1.1,-17.3,5.9,-0.3,/,0.6,3.0,6.4
COc1ccccc1NS(=O)(=O)c1ccc(C(=O)OCC(=O)NCc2ccco2)cc1,-34.4,-2.5,0.3,6.5,2.5,-0.0592,1.1,1.8,3.2
CCCc1cc(=O)oc2cc(OCC(=O)Nc3ccc4c(c3)OCCO4)ccc12,-12.9[20 µM],-0.6,-21.8,-6.8,0.2,-0.194,1.0,-2.1,2.6
Cc1csc(NC(=O)CCC(=O)N(CC(=O)NC2CCCC2)Cc2ccco2)n1,-25.2,-1.5,27.2,3.8,2.3,0.28,0.6,7.2,-2.4
C(#CCN1CCOCC1)COCCOC(c1ccccc1)c1ccccc1,-9.8[20 µM],2.9,-8.4,-6.0,-6.0,0.194,-0.2,1.0,-0.5
Cc1ccc(NS(=O)(=O)c2cc([N+](=O)[O-])ccc2N/N=C/c2sc(N3CCOCC3)nc2-c2ccccc2)c(C)c1,10.3,-0.3,4.1,2.2,-6.3,0.906,0.5,9.7,2.7
COc1ccc(S(=O)(=O)N2Cc3ccccc3CC2C(=O)O)cc1OC (stereo not drawn),-18.7,-0.3,6.1,-8.6,-1.0,1.51,-0.3,-3.1,-3.9
CCOC(=O)C1CCN(C(=O)COc2ccc(S(=O)(=O)NC(C)C)cc2)CC1,-25.4[20 µM],-0.1,6.7,-1.8,-4.3,-0.123,0.0,6.4,0.8
COCCn1c(C(C)C)nc2oc3ccccc3c(=O)c2c1=O,-15.4,2.8,8.2,8.6,1.1,/,-0.7,11.7,-2.2

# Other results:
smiles,Furin inh,Wee1 degr inh,hK5 inh,FXIa inh 1536,thrombin 1536,KCC2 mod,PERK inhibitor,FXIIa inh 1536,p97 inhibitor
COC(=O)c1nc2n(n1)C(c1cccc(Cl)c1)C1=C(CC(C)(C)CC1=O)N2 (stereo not drawn),-37.3,-2.7,-7.1,6.7,1.7,/,0.1,14.2,4.5
COc1cccc(-c2csc(NC3OC(=O)c4c3ccc(OC)c4OC)n2)c1 (stereo not drawn),-8.5,1.2,-7.4,-0.4,-9.8,0.306,1.4,4.1,6.1
COc1ccc(OC)c(-n2c(=S)[nH]c3cc(C(=O)NCCCN4CCCC4=O)ccc3c2=O)c1,0.6[20 µM],-0.5,1.1,6.5,-19.1,1.26,0.9,4.0,4.5
O=C(CSc1ncccn1)Nc1ccc2c(c1)CCC2,-13.4,0.4,-0.2,-1.4,-6.2,0.58,0.7,6.6,4.5
Cc1ccc2nc(N3CCN(Cc4nnnn4Cc4ccccc4)CC3)c(C#N)cc2c1,-14.8,-0.6,-5.8,-5.4,-8.0,-0.354,-0.7,11.8,-1.8
COc1cc(NC(=O)c2cccs2)c(C(=O)OCC(=O)c2cc(C)n(-c3ccc(F)cc3)c2C)cc1OC,-20.3,3.0,-14.5,-2.1,-12.4,0.0154,1.3,1.4,5.8
CCc1ccc(-c2csc3[n+]2CCN3C(C)=O)cc1,-4.7[20 µM],2.5,-8.1,-4.8,-5.9,0.207,-0.8,7.3,-0.5
C=CCSc1[nH]c(=O)cc(C)c1C(N)=O,-8.0[20 µM],-0.6,6.3,-0.8,-0.4,0.299,0.3,6.9,2.7
CCCC(=O)Nc1c(-c2cccs2)c(=O)c2ccccc2n1C,4.0[20 µM],-0.7,5.9,0.8,3.0,/,-1.5,15.0,-1.2
COc1cc(C(=O)c2c(C)c(CCC#N)n3ccccc23)cc(OC)c1OC,2.7,2.6,-2.4,-4.4,-2.9,-0.66,0.2,/,-1.1
COc1ccc(/C=C/C(=O)Nc2ccc3c(c2)CCC3)cc1OC,-31.9,0.6,-3.2,7.8,3.2,-0.575,-0.2,13.5,-0.3
CSCCC(NC(=O)c1cccc(S(=O)(=O)N2CCOCC2)c1)C(=O)Nc1ccc(F)cc1 (stereo not drawn),-11.1,-1.8,-17.0,-5.6,-3.5,0.244,-0.2,11.4,-5.7
Cc1ccc2cccc(OCCOCCOc3ccccc3Br)c2n1,-7.9,-2.5,-10.1,-3.3,-8.4,-0.462,-0.2,4.5,-8.7
O=C1c2ccccc2C2=Nc3ccccc3SC(c3ccccc3F)C12 (stereo not drawn),-10.4[20 µM],-3.1,-1.0,4.3,0.6,/,-0.7,16.4,-1.1
CC(CCc1ccco1)NC(=O)c1cccc2c1C(=O)N(C1CCCCC1)C2 (stereo not drawn),-21.2,6.0,9.7,2.7,-5.0,-1.31,0.6,12.8,1.6
O=C(O)CNC(=O)/C(=C/c1ccco1)NC(=O)/C=C/c1ccccc1,-5.4,1.9,-8.2,3.6,-17.4,-0.00557,0.3,9.1,9.3
CS(=O)(=O)c1ccc2nc(NC(=O)C3C4C=CC(C4)C3C(=O)O)sc2c1 (stereo not drawn),-5.1[20 µM],1.3,-0.9,9.9,3.6,-0.129,0.4,19.0,0.2
COC(=O)NNC(=S)Nc1ccc(Br)cc1,-23.6,-1.1,-5.6,-2.6,-1.6,-1.35,0.0,8.5,8.2
c1cnc(SCCOc2ccc3c(c2)CCC3)nc1,-4.2[20 µM],0.2,-7.5,1.6,-0.6,-0.262,-0.6,7.9,-1.5
Clc1ccc(C2CC(c3cccs3)n3ncnc3N2)cc1Cl (stereo not drawn),-22.3,0.3,-4.8,-2.8,-5.8,-0.401,-0.2,7.2,0.0
CCN(CC)CC(=O)Nc1c(C#N)cnn1-c1ccccc1,-21.9,-2.9,-3.1,-2.2,-5.4,-0.189,0.5,1.0,3.1
CCCCCCN(C(=O)CCCCCN1C(=O)NC(c2ccc(-c3ccccc3)cc2)C(C(=O)OCc2ccccc2)=C1C)C(C(=O)NCCCC)c1ccc(OCC(=O)OC)c(C(=O)OC)c1 (stereo not drawn),1.2,/,6.7,11.6,6.5,-0.297,/,16.4,/
NC(=O)C1CCN(c2c([N+](=O)[O-])cc(C(F)(F)F)cc2[N+](=O)[O-])CC1,-11.2,1.1,1.5,2.5,-5.7,-0.401,1.4,-1.1,3.5
CCN(CC)C(=O)Nc1ccccc1C,-9.7[20 µM],-0.3,-20.9,5.0,-5.3,0.492,0.2,4.4,4.1

# By substructure, those above with two or more sulfur atoms.
smiles,Furin inh,Wee1 degr inh,hK5 inh,FXIa inh 1536,thrombin 1536,KCC2 mod,PERK inhibitor,FXIIa inh 1536,p97 inhibitor
Cc1ccccc1N1C(S)=C(C#N)C(=O)NC1c1cccs1 (stereo not drawn),-13.6[20 µM],1.5,-27.2,2.3,-7.7,0.91,0.8,4.2,6.0
C=CCN(CC=C)C(=S)Nc1ccc2nsnc2c1,7.0,3.3,25.6,4.5,18.5,/,-0.2,22.5,18.4*
CCc1ccccc1NC(=O)CN(C)C(=O)CSc1nc2cc(Cl)ccc2s1,-23.3,-0.1,-12.2,4.0,-2.6,0.544,0.5,14.3,-0.9
Cc1ccc(NS(=O)(=O)c2cc([N+](=O)[O-])ccc2N/N=C/c2sc(N3CCOCC3)nc2-c2ccccc2)c(C)c1,10.3,-0.3,4.1,2.2,-6.3,0.906,0.5,9.7,2.7
CSCCC(NC(=O)c1cccc(S(=O)(=O)N2CCOCC2)c1)C(=O)Nc1ccc(F)cc1 (stereo not drawn),-11.1,-1.8,-17.0,-5.6,-3.5,0.244,-0.2,11.4,-5.7
CS(=O)(=O)c1ccc2nc(NC(=O)C3C4C=CC(C4)C3C(=O)O)sc2c1 (stereo not drawn),-5.1[20 µM],1.3,-0.9,9.9,3.6,-0.129,0.4,19.0,0.2

# This is a random part of the collection; about 4.4% have a hit in one of these screens.
